Screening results: PubChem BioAssay, several laboratories
Yfh1-off respiration = enhancers of respiration in Yfh1-depleted yeast, dose response, Friedreich's ataxia, plus single-dose screen (AID 1465); S. cerevisiae Yfh1-off respiration, WST-1 reduction, 72 h; higher fold induction means a stronger effect; fold induction at 50 µM, or EC50 in µM where a hit was titrated; 220,000 compounds, 0.074% hits;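 active means fold induction of absorbance versus untreated yeast above a set limit, then at least 30% activation at any dose in follow-up; inconclusive means repeats straddling the limit, or above it without dose testing; inactive means fold induction below the set limit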;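 further: activators that raise dye reduction in frataxin-depleted yeast; strong numbers were not always called active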
AID2073 = inhibitors of Mint1-CaV2.2 protein interaction, biochemical, HTRF (AID 2073). HTRF protein-protein interaction, Mint1-CaV2.2; higher % means a stronger effect. Voltage-dependent N-type calcium channel subunit alpha-1B (Homo sapiens). one-dose inhibition, % at 20 µM; IC50 in µM for titrated hits. 290,000 compounds, 0.19% hits; in the data active means inhibition mostly above about 51%, no sharp cut-off; inconclusive means no clear call, values can overlap the other calls; inactive means mostly below about 53%; further: some results filed as inactive read as strong as hits
SV40 large T antigen = SV40 large T antigen inhibitors, biochemical (AID 1903). SV40 large T antigen ATPase/helicase inhibition assay; higher % means a stronger effect. inhibition, % at 20 µM, or IC50 in µM where a hit was titrated. 310,000 compounds, 0.39% hits; in the data active means a potency from the dose series; inconclusive means inhibition mostly from about 32% at the one dose, without a potency; inactive means the rest, 99 in 100 with inhibition below about 32%; further: strong numbers were not always called active
GPR35 arrestin U2OS = GPR35 antagonists blocking zaprinast-driven arrestin recruitment, primary screen, imaging, U2OS, beta-arrestin-GFP, zaprinast agonist (AID 2058); G-protein coupled receptor 35 (Homo sapiens); U2OS GPR35 beta-arrestin-GFP translocation imaging, zaprinast antagonism; higher % means a stronger effect; one-dose inhibition, % at 10 µM; IC50 in µM for titrated hits; 290,000 compounds, 0.052% hits;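 active means inhibition of at least 50% with at least 30 cells and total cytoplasm GFP at most 10,000,000; inconclusive means under 30 cells or total GFP of 10,000,000 plus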
GPR55 LPI antagonism = GPR55 antagonists blocking LPI-driven arrestin recruitment, primary screen, imaging, U2OS, beta-arrestin-GFP, LPI agonist (AID 2013). 290,000 compounds, 0.13% hits. one-dose inhibition, % at 10 µM; IC50 in µM for titrated hits. U2OS GPR55 beta-arrestin-GFP translocation imaging, LPI antagonism; higher % means a stronger effect. G-protein coupled receptor 55 (Homo sapiens);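 active means spots per cell inhibited over 60%, with over 100 cells counted and total cytoplasm intensity under 500,000; inconclusive means wells with under 100 cells, flagged as likely toxic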;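 further: U2OS cells stably carrying GPR55 and arrestin-GFP stimulated by 5 µM LPI near EC80; imaged beta-arrestin-GFP aggregate spots per cell after agonist stimulation; plate controls were LPI-stimulated DMSO wells for no effect and DMSO wells without LPI for full effect; some results filed as inactive read as strong as hits; confirmed hits need IC50 under 10 µM and bright autofluorescent wells are also inconclusive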
NTR1 ag = agonists of NTR1, primary screen, imaging, U2OS cells, beta-arrestin-GFP, high content (AID 493036); Neurotensin receptor type 1 (Homo sapiens), P30989; NTR1-U2OS beta-arrestin-GFP spot imaging, agonist mode; 330,000 compounds, 0.17% hits; activation, % at 20 µM;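 active means activation at or above 40% of the spot to cytoplasm intensity ratio, with at least 20 cells analyzed; inconclusive means wells under 20 cells, flagged as cytotoxic or low count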;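 further: 0% = DMSO without peptide and 100% = 100 nM NTR1 peptide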
Target sequence (P30989 whole entry, looked up): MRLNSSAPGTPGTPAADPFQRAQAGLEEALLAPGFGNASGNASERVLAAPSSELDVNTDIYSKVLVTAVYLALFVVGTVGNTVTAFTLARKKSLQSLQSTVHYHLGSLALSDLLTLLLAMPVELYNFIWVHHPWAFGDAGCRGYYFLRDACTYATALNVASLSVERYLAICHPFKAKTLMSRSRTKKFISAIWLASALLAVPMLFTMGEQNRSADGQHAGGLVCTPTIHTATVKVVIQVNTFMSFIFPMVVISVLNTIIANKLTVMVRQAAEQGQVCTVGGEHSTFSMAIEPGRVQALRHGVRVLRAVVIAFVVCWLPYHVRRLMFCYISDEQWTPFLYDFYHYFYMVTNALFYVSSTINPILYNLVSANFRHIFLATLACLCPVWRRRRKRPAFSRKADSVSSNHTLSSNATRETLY
NS5 inhibitors = Dengue-2 NS5 methyltransferase inhibitors, primary screen, biochemical, confirmation dose response (AID 588689) | Genome polyprotein (Dengue virus type 2 (strain 16681-PDK53)) | Dengue-2 NS5 methyltransferase capping enzyme assay, biochemical; higher % means a stronger effect | inhibition, % at 25 µM, or IC50 in µM where a hit was titrated | 340,000 compounds, 0.3% hits; in the data active means a potency from the dose series; inconclusive means inhibition above about 29% without an active follow-up result
GPR55 beta-arrestin = GPR55 agonists via beta-arrestin recruitment, primary screen, imaging, U2OS cells, beta-arrestin-GFP redistribution (AID 1961) | G-protein coupled receptor 55 (Homo sapiens) | U2OS GPR55 beta-arrestin-GFP redistribution imaging; higher % means a stronger effect | one-dose activation, % at 10 µM; EC50 in µM for titrated hits | 290,000 compounds, 0.048% hits;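 active means activation above 40% with more than 50 cells counted in the well; inconclusive means wells holding fewer than 50 cells, flagged as toxic or sparse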;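 further: U2OS osteosarcoma cells stably expressing GPR55 and beta-arrestin-GFP; plate controls were DMSO negative control for no effect and LPI positive control for full effect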
MgcRacGAP inhibition = MgcRacGAP GTPase-activating activity inhibitors, confirmation, biochemical, ADP Hunter fluorescence. Rac GTPase-activating protein 1 (Homo sapiens). MgcRacGAP-stimulated Rac1 GTP hydrolysis, ADP Hunter fluorescence; higher % means a stronger effect; GST-tagged Rac1 F28L mutant substrate. inhibition, % at 30 µM; hits with a dose series show IC50 in µM. 340,000 compounds, 0.6% hits;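 active means first-screen hits whose inhibition reached a set limit at any dose in the follow-up dose series; inconclusive means inhibition above the set first-screen limit but never retested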;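 further: fluorescence reports GDP produced by GAP-driven GTP hydrolysis; strong numbers were not always called active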
NTR1 ag cell count 20 µM = also measured in NTR1 ag; calls as there; cell count; measured here: cell count, cytotoxicity flag
NS5 inhibitors pilot replicate = further read-out of NS5 inhibitors, marked with its call; inhibition, %; measured here: pilot screen replicate inhibition
An asterisk follows results filed as active; i = inactive; ? = inconclusive; / = no result given.

SMILES	Yfh1-off respiration	AID2073	SV40 large T antigen	GPR35 arrestin U2OS	GPR55 LPI antagonism	NTR1 ag	NTR1 ag cell count 20 µM	NS5 inhibitors	GPR55 beta-arrestin	MgcRacGAP inhibition	others
Cc1ccnc(NS(=O)(=O)c2ccc(NC(=O)Cc3ccc(F)cc3)cc2)n1	/	31%	16%	1%	11%	1.5	95	-7%	0.3%	14%
CC1Oc2ccccc2N(CC(=O)c2cccc(Cl)c2)C1=O (stereo unspecified)	i	2%	2%	1%	3%	0.8	77	-3%	-0.2%	-7%
COc1ccc(CCNC(=S)N2CCN(S(=O)(=O)c3ccc(F)cc3)CC2)cc1	/	/	6%	/	/	0.4	63	-7%	/	9%
COc1ccc(-c2cc(C(=O)NN)[nH]n2)cc1	i	-6%	5%	1%	3%	2.7	70	-7%	0.2%	3%
COC(=O)c1cc(NS(=O)(=O)c2ccc(NC(C)=O)cc2)ccc1Cl	i	?	11%	-21%	3%	0.2	47	-9%	-0.1%	14%
COc1ccc(C(=O)N(Cc2ccco2)Cc2cc3cc(C)ccc3[nH]c2=O)cc1OC	i	/	/	/	/	-0.7	58	2%	/	6%
Cn1c2c(c(=O)n3ncnc13)CCCC2	i	11%	2%	8%	2%	-1.0	49	-11%	-0.2%	11%
O=S(=O)(NCCCN1CCN(c2ccccc2F)CC1)c1cccc2cccnc12	i	-2%	20%	-14%	-3%	-3.1	63	1%	-0.2%	-2%
Cc1nc2ccc(NC(=S)N3CCC(C)CC3)cc2nc1C	i	0%	-6%	0%	4%	2.0	42	-5%	0.0%	4%
CCOc1ccccc1NS(=O)(=O)c1ccc(-c2cnc(C3CC3)o2)cc1	/	4%	-3%	-9%	-22%	8.8	55	2%	-0.4%	8%
Cc1cc([N+](=O)[O-])ccc1N(C)C	i	-6%	12%	5%	-4%	2.2	36	-3%	0.1%	-4%
COc1cc2c(cc1OC)CN(c1ccc(-c3ccccc3OC)nn1)CC2	i	0%	14%	3%	15%	1.6	48	-2%	-0.1%	9%
O=C(CSc1nnc(COc2ccccc2Cl)o1)NC(=O)NC1CCCC1	i	-4%	13%	-10%	6%	1.6	47	-4%	0.0%	2%
Cc1cc(C)cc(N(C(=O)c2csnn2)C(C(=O)NC2CCCCC2)c2ccccn2)c1 (stereo unspecified)	/	-4%	-5%	11%	-11%	3.1	53	-7%	-0.2%	-3%
NC(=O)c1ccc(/C(N)=N/S(=O)(=O)c2cc(C(F)(F)F)cc(C(F)(F)F)c2)cc1	i	1%	14%	-8%	-3%	-1.0	39	/	-0.2%	/
Cc1nc2ccc(S(=O)(=O)NCC(=O)Nc3ccc(F)cc3)cc2s1	/	-6%	10%	25%	-6%	0.2	62	-2%	-0.1%	4%
O=C(CN1CCN(Cc2ccccc2Cl)C1=O)N1CCCCCC1	i	-5%	16%	7%	-11%	1.4	73	-3%	0.1%	2%
Clc1ccc(CSc2nnc3c(n2)[nH]c2ccccc23)cc1	i	28%	1%	0%	16%	2.1	83	2%	0.6%	2%
O=C(NCc1ccco1)c1ccc(Cn2cc([N+](=O)[O-])cn2)o1	i	2%	0%	-12%	1%	0.5	67	9%	-0.2%	2%
CCN(CC)c1ccc(C(=O)c2ccccc2C(=O)O)c(O)c1	i	28%	27%	-26%	-16%	0.4	70	8%	0.5%	2%	NS5 inhibitors pilot replicate=6.2
CC(C)NC(=O)C1CCCN(c2nnc(-n3cccc3)s2)C1 (stereo unspecified)	i	0%	4%	-8%	3%	-1.5	59	-4%	-0.1%	-7%
CC(C)c1ccc(CN2CCC(Oc3ccc(C(=O)N4CCCC4)cc3)CC2)cc1	/	-10%	6%	-6%	20%	0.4	37	-1%	0.3%	7%
O=C(NNC(=S)NC(=O)c1cccs1)c1ccc(O)cc1	/	-27%	34%	-2%	0%	-0.6	56	1%	-0.1%	7%
COc1cc(NC(=O)CN(c2ccc(C)cc2)S(=O)(=O)c2c(C)noc2C)cc(OC)c1	/	0%	-2%	-1%	6%	3.5	65	-8%	0.1%	-3%
CCOC(=O)C1CCCN(S(=O)(=O)Cc2ccccc2Cl)C1 (stereo unspecified)	/	3%	2%	-7%	-5%	1.5	58	0%	-0.1%	11%

(further entries)
SMILES	Yfh1-off respiration	AID2073	SV40 large T antigen	GPR35 arrestin U2OS	GPR55 LPI antagonism	NTR1 ag	NTR1 ag cell count 20 µM	NS5 inhibitors	GPR55 beta-arrestin	MgcRacGAP inhibition	others
CC1(C)CC(=O)C=C(NCC2CCCO2)C1 (stereo unspecified)	i	-5%	14%	-13%	3%	1.7	46	-5%	-0.2%	0%
NC(=O)C1CCN(CC(O)COc2ccc(-c3ccccc3)cc2)CC1 (stereo unspecified)	/	10%	2%	14%	16%	-1.0	67	-7%	-0.1%	13%
COc1ccc(-c2nnc3ccc(SCC(=O)NCC4CCCO4)nn23)cc1 (stereo unspecified)	i	11%	13%	-5%	8%	-1.2	58	-12%	-0.4%	7%
O=C(O)c1c[nH]c2ccc(S(=O)(=O)N3CCOCC3)cc12	i	32%	-3%	-3%	-3%	-1.2	72	-13%	-0.2%	7%
CN(Cc1ccco1)S(=O)(=O)c1ccc(CN2C(=O)c3cccnc3C2=O)s1	/	7%	16%	-19%	2%	1.1	67	-6%	-0.2%	12%
Cc1ccc(C(=O)N[C@H](C(=O)OCC(=O)Nc2cccc(S(N)(=O)=O)c2)C(C)C)cc1	i	7%	14%	6%	-2%	-0.2	63	-2%	0.2%	2%
CN(Cc1ccccc1)S(=O)(=O)c1ccc2c(c1)CCC(=O)N2	/	15%	13%	-4%	7%	3.7	44	3%	0.2%	8%
Cc1[nH]n(-c2ccc([N+](=O)[O-])cc2)c(=O)c1C=NCCc1ccc(S(N)(=O)=O)cc1	i	10%	5%	-12%	-9%	2.4	26	/	-0.5%	/
C=CCOn1c(=O)c(-c2ccc(Br)cc2)[n+]([O-])c2ccccc21	/	24%	1%	9%	1%	3.0	78	-7%	-0.1%	/
Cc1c(C(=O)N/N=C/c2c(O)ccc3ccccc23)nnn1-c1nonc1N	/	31%	1%	8%	-2%	1.2	63	-1%	0.2%	6%
CNC(=O)c1ccc(Nc2nnc(C)c3ccccc23)cc1	i	16%	4%	-19%	-9%	0.9	35	-10%	0.3%	2%
O=C(NCCn1cccn1)C1CCC(=O)N(CCc2cccc(F)c2)C1 (stereo unspecified)	/	-5%	11%	-6%	10%	0.3	51	-3%	-0.1%	5%
c1ccc(-c2nc(NCCCN3CCOCC3)c3ccccc3n2)cc1	i	-8%	/	-7%	9%	-0.6	80	1%	0.1%	12%
COc1ccc(C2c3c(oc4ccccc4c3=O)C(=O)N2CCN2CCOCC2)cc1OC (stereo unspecified)	/	/	7%	/	/	0.7	59	1%	/	9%
O=C(O)CCC(=O)c1cccc2ccccc12	i	-8%	6%	4%	11%	0.7	81	1%	-0.2%	5%
O=C(COC(=O)/C=C/c1ccc(OC(F)F)cc1)Nc1ccc(N2CCOCC2)cc1	/	/	3%	/	/	1.0	61	1%	/	5%
CCOC(=O)C1CCCN(c2c(N3CCN(C)CC3)c(=O)c2=O)C1 (stereo unspecified)	i	-3%	9%	8%	4%	1.9	86	1%	-0.2%	10%
O=[N+]([O-])c1ccc(C(=S)N2CCC(Cc3ccccc3)CC2)cc1	i	-4%	21%	-11%	-5%	-0.9	48	-4%	0.1%	9%
C/C(CC(=O)NCc1ccc(Cl)cc1)=N\NC(=O)Cc1ccccc1	i	4%	11%	9%	-15%	-0.4	41	-1%	-0.5%	9%
CC(CN1CCOCC1)OC(=O)COc1ccc(F)cc1 (stereo unspecified)	i	5%	0%	2%	2%	-1.4	97	-7%	-0.1%	9%
COc1ccccc1N(C)S(=O)(=O)c1ccc(C(=O)NC2=NCCS2)cc1	i	4%	-2%	0%	16%	-1.0	68	-6%	-0.2%	7%
CCOc1ccc2[nH]c(=O)c(CN(CCN3CCCC3)C(=S)Nc3ccccc3OC)cc2c1	i	-3%	8%	4%	22%	0.0	36	-2%	0.1%	4%
O=C(NCc1ccc2c(c1)OCO2)C(=S)N1CCOCC1	i	-4%	0%	-4%	14%	-0.2	63	-7%	-0.1%	6%
CCOC(=O)c1ccc(CSc2n[nH]c(C)n2)o1	i	-3%	9%	16%	-6%	1.1	84	2%	-0.3%	-8%
COc1cc(/C=C(/C#N)C(=O)Nc2ccc(C)cc2)ccc1Oc1nc(Cl)ncc1F	i	5%	23%	19%	3%	10	91	0%	0.2%	5%

Next part:
SMILES	Yfh1-off respiration	AID2073	SV40 large T antigen	GPR35 arrestin U2OS	GPR55 LPI antagonism	NTR1 ag	NTR1 ag cell count 20 µM	NS5 inhibitors	GPR55 beta-arrestin	MgcRacGAP inhibition	others
CSc1ncccc1C(=O)Nc1nc2ccc(F)cc2s1	i	3%	3%	-2%	2%	-0.3	60	-2%	-0.1%	9%
Cn1c(SCCOc2ccccc2F)nc2ccccc2c1=O	i	22%	14%	-10%	5%	4.2	52	-6%	0.1%	7%
Cc1ccc(C(=O)N2CCN(c3ccccc3)CC2)cc1NC(=O)c1ccco1	/	9%	9%	-14%	-6%	-0.2	90	5%	0.3%	1%
CCc1ccc(OCCNC(=O)c2cccs2)cc1	i	34%	17%	-16%	-3%	-2.2	57	-5%	-0.1%	-1%
COCCn1c(C)cc(C2=NNC(=NC(C)(C)C)SC2)c1C	i	7%	4%	-1%	-12%	0.5	48	4%	0.3%	5%
O=C(O)/C=C/C(=O)Nc1cccc(C(F)(F)F)c1	i	-7%	1%	17%	8%	-0.9	70	-3%	-0.3%	2%
O=C(CN1CCN(S(=O)(=O)N2CCCCCC2)CC1)Nc1cc(Cl)ccc1Cl	/	8%	9%	1%	10%	-0.4	46	-6%	-0.2%	8%
C=CCNC(=S)N/N=C(\C)c1ccccn1	i	-4%	13%	9%	28%	5.2	67	-7%	0.5%	6%	NS5 inhibitors pilot replicate=-9.0

An unsorted share of the library. About 1.7% of those tested had a hit in this group.
